Assay outcomes deposited in PubChem BioAssay by several laboratories.
Yfh1-off respiration: mitochondrial function rescue without frataxin homolog – Friedreich's ataxia, plus single-dose screen, dose response (AID 1465); one-dose fold induction at 50 µM; EC50 in µM for titrated hits; S. cerevisiae Yfh1-off respiration, WST-1 reduction, 72 h; higher fold induction means a stronger effect; 0.074% of 220,000 active;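 active = fold induction of absorbance versus untreated yeast above a set limit, then at least 30% activation at any dose in follow-up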;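 also: activators that raise dye reduction in frataxin-depleted yeast; strong numbers were not always called active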
KOR beta-arrestin-1: kappa opioid receptor blockers – cell-based, luminescence, uHTS (AID 1778) | one-dose inhibition, % at 10 µM; IC50 in µM for titrated hits | KOR beta-arrestin recruitment, luminescence, antagonist mode; higher % means a stronger effect | 0.091% of 290,000 active; also: strong numbers were not always called active
AID2073: disruptors of CaV2.2 binding to Mint1 – biochemical, HTRF (AID 2073). inhibition, % at 20 µM, or IC50 in µM where a hit was titrated. HTRF protein-protein interaction, Mint1-CaV2.2; higher % means a stronger effect. 0.19% of 290,000 active; in the data active = inhibition mostly above about 51%, no sharp cut-off; also: some results filed as inactive read as strong as hits
NOD1 inhibition: NOD1 signaling inhibitors, primary screen, cell-based, luminescence, uHTS (AID 1578); NOD1-driven NF-kB luciferase reporter cells, luminescence; higher % means a stronger effect; one-dose inhibition, % at 4 µM; EC50 in µM for titrated hits; 1% of 290,000 active; in the data active = inhibition mostly above about 36%, no sharp cut-off; inactive = mostly below about 34%;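 also: HEK-293T reporter cells stimulated with the NOD1 agonist gamma-tri-DAP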
HIV peptide binding: cell-free HIV fusion peptide-binding blockers – biochemical, uHTS, fluorescence dequenching, primary screen (AID 1986). inhibition, % at 20 µM; hits with a dose series show IC50 in µM. 0.3% of 290,000 active. cell-free peptide binding, fluorescence dequenching, 30 min; higher % means a stronger effect; in the data active = inhibition mostly above about 52%, no sharp cut-off; inactive = mostly below about 76%; also: some results filed as inactive read as strong as hits
Dengue-2 NS5 capping: Dengue-2 NS5 methyltransferase inhibitors, primary screen, biochemical, confirmation dose response (AID 588689); 0.3% of 340,000 active; inhibition, % at 25 µM; hits with a dose series show IC50 in µM; Dengue-2 NS5 methyltransferase capping enzyme assay, biochemical; higher % means a stronger effect; in the data active = a potency from the dose series
KOR beta-arrestin-2: kappa opioid receptor activators – cell-based, luminescence, uHTS, primary screen (AID 1777); 0.02% of 280,000 active; activation, % at 10 µM; hits with a dose series show EC50 in µM; KOR beta-arrestin recruitment, luminescence; higher % means a stronger effect; in the data active = activation above about 50%, passing the limit was not always enough; also: a part of the inactive calls stands beside numbers as strong as those of hits
HEK293 NOD2/NF-kB: inhibition of NOD2-driven NF-kB reporter – cell-based, luminescence, uHTS, HEK293 (AID 1566); HEK293 NOD2/NF-kB luciferase reporter, luminescence; higher % means a stronger effect; one-dose inhibition, % at 4 µM; EC50 in µM for titrated hits; 0.63% of 290,000 active; also: many of its hits are not listed in these tables
West Nile antiviral: inhibition of WNV-induced cytopathic effect – cell-based, CPE readout (AID 1621). West Nile virus-infected cells, CPE inhibition; higher % means a stronger effect. CPE inhibition, % at 10 µM; hits with a dose series show IC50 in µM. 0.02% of 290,000 active; in the data active = a potency from the dose series; also: strong numbers were not always called active
Dengue-2 NS5 capping pilot replicate: also measured in Dengue-2 NS5 capping; calls as there; inhibition, %; measured here: pilot screen replicate inhibition
Starred values were filed as active, the others as inactive; i = inactive; x = no result given; [ ] = remark or other dose. Rule as the data show it, unless noted: active = inhibition above about 50%; inactive = the rest. Only part of the results is shown. The share of hits here may be higher or lower than overall.

SMILES	Yfh1-off respiration	KOR beta-arrestin-1	AID2073	NOD1 inhibition	HIV peptide binding	Dengue-2 NS5 capping	KOR beta-arrestin-2	HEK293 NOD2/NF-kB	West Nile antiviral	others
CC(SCc1ccccc1)C(=O)Nc1ccc(F)cc1 (configuration not stated)	i	-5%	-5%	-36%	0.9%	-3%	-0.7%	-5%	0.0%
CCS(=O)(=O)N1CCCC(C(=O)NC2CCCC2)C1 (configuration not stated)	i	6%	8%	-30%	-2.9%	-1%	-2.5%	2%	0.1%
O=C(CN1CCN(c2ccccc2)CC1)NC(=O)NCc1ccco1	i	-23%	3%	-22%	0.0%	-6%	1.9%	0%	0.3%
CC(=O)N1CCN(C(=O)c2cccc(S(=O)(=O)Nc3ccc(C)cc3)c2)CC1	i	18%	-5%	-2%	0.2%	5%	1.0%	4%	0.4%
COc1ccc(C(C)NC(=O)c2ccccc2Cl)cc1OC (configuration not stated)	i	-3%	-3%	59%	-3.6%	-6%	0.2%	15%	-0.5%
O=C(CSc1ccc(-c2cccs2)nn1)NCc1ccccc1Cl	i	-33%	11%	-6%	-2.0%	x	3.4%	11%	-0.8%
Cc1ccc(CNC(=O)C2CC(=O)OC23CCCC3)c(C)c1 (configuration not stated)	i	3%	12%	-23%	2.7%	-10%	-5.3%	11%	-0.9%	Dengue-2 NS5 capping pilot replicate=-5.2
Cc1ccc(-n2c(=O)c(C#N)cc3c(=O)n4ccccc4nc32)cc1	i	6%	33%	-20%	6.8%	1%	-3.0%	8%	0.0%
COC(=O)C1=C(C)N(c2cccc3ccccc23)C(=O)C1	i	-1%	-2%	6%	-0.3%	10%	-3.2%	12%	-0.2%
CC(NC(=O)CCC(=O)N1CCCCCC1)c1ccccc1 (configuration not stated)	x	13%	20%	-3%	-1.2%	3%	5.6%	-6%	-0.2%
Cc1cc(C)n(S(=O)(=O)c2ccc3ccccc3c2)n1	i	-33%	-2%	25%	-3.1%	-4%	-1.4%	6%	0.3%
O=C(Nc1ccc(C(=O)N2CCN(c3ccccc3F)CC2)cc1)C1=CSCCO1	x	5%	8%	-10%	1.1%	2%	-0.9%	12%	-0.4%
c1cc[n+](CCCC[n+]2ccccc2)cc1	x	-16%	8%	51%	-0.4%	-8%	1.8%	8%	-0.3%
S=C(Nc1ccc(Cl)cc1)NN1CCOCC1	i	3%	-12%	-26%	0.1%	1%	-2.6%	20%	0.0%
Cc1[nH]c2ccccc2c1N=Nc1cc(C(=O)O)cc(C(=O)O)c1	i	-13%[20 µM]	5%	5%	9.9%	8%	-5.9%	-22%	0.2%
COc1cccc(C(=O)Nc2c3c(nn2-c2cccc(C)c2C)CS(=O)C3)c1OC (configuration not stated)	i	6%	3%	10%	-3.0%	-1%	-2.3%	17%	-0.2%
COc1cccc(CN2CCN(C3CCN(c4cccc(C)c4C)CC3)CC2CCO)c1 (configuration not stated)	i	30%[20 µM]	-13%	-10%	0.4%	-6%	x	1%	-1.1%
C/C(=N\NS(=O)(=O)c1ccc(C)cc1)c1ccc(C)s1	i	18%	0%	3%	-0.5%	-6%	-1.0%	26%	-0.3%
O=C(Nc1ccccc1)N1CCc2ccccc21	i	-11%	4%	-71%	0.7%	0%	-2.4%	-104%	-0.5%
CCCCc1cc(=O)oc2c(C)c(OCC(=O)NCC3CCC(C(=O)O)CC3)ccc12 (configuration not stated)	x	-21%[20 µM]	11%	-5%	-0.1%	-3%	1.8%	-8%	-0.3%
COCCn1c(SCC(=O)NCc2ccco2)nnc1C(C)C	i	10%	6%	-16%	0.6%	0%	-7.8%	3%	-0.1%
O=S(=O)(N/N=C\c1cccc(F)c1)c1ccccc1	x	-4%	-14%	-32%	-1.0%	-13%	0.6%	-3%	-0.8%
O=C(Nc1ccc(N2CCCCC2)c(Cl)c1)c1ncn[nH]1	i	-14%	8%	23%	-2.5%	8%	-2.3%	2%	-0.1%
Cc1ccc(NC(=O)C(C)N2CCOCC2)c(C(=O)c2ccccc2)c1 (configuration not stated)	i	-3%	-12%	-7%	0.1%	-6%	13%	16%	-0.2%
C=CCn1c(COc2ccccc2)nnc1SCC(=O)Nc1ccc2c(c1)OCCO2	i	-4%	-18%	-15%	-0.9%	-1%	-3.6%	23%	0.1%
CCN(CC)C(CNC(=O)c1cc(=O)[nH]c2ccccc12)c1ccccc1Cl (configuration not stated)	x	15µM*	6%	-15%	-2.1%	-2%	-1.0%	9%	-0.8%
N#CCCN(C1CCCCC1)S(=O)(=O)CCOc1ccccc1	i	-6%	3%	20%	1.9%	-2%	-5.5%	17%	-0.4%
Cc1cc(C(=O)N/N=C/c2cccs2)n[nH]1	i	-2%	6%	-18%	1.5%	x	-3.7%	-13%	0.6%
Cc1cc2nc(C3CCN(Cc4nnnn4Cc4cccs4)CC3)[nH]c2cc1C	i	38%	0%	6%	2.8%	-10%	1.8%	31%	1.7%
CN(C(=O)c1ccccc1NC(=O)C(F)(F)F)c1ccccc1	i	-5%	1%	-14%	2.7%	-3%	1.6%	6%	-0.5%
CCN(Cc1ccccc1)C(c1ccc(C)cc1)c1nnnn1C(C)(C)CC (configuration not stated)	i	15%	7%	-11%	-4.8%	-1%	1.3%	1%	-0.1%
Cc1[nH]c(=O)c(C#N)c(C)c1CCC(=O)NCc1cccc(C(F)(F)F)c1	x	-22%	1%	4%	-0.6%	-4%	2.7%	2%	-0.3%
Cc1ccc(CNC(=O)CN2CCCC(C)C2)cc1 (configuration not stated)	i	-25%	-2%	-1%	-0.3%	3%	-0.5%	4%	-0.4%	Dengue-2 NS5 capping pilot replicate=0.9
CCCCN(CC)CCNC(=O)c1cc2c(=O)[nH]c3ccccc3c2s1	x	3%	18%	-6%	0.9%	1%	-7.4%	22%	-1.8%
COc1cc(NC(=O)CSc2nc3[nH]ncc3c(=O)n2-c2ccccc2C)cc(OC)c1OC	i	28%	-6%	-33%	1.4%	-3%	1.0%	-2%	0.4%
CC1(C)Cc2ccccc2C(CSc2ccccc2C(=O)O)=N1	i	-38%[20 µM]	-9%	-29%	0.8%	0%	3.9%	-17%	-0.6%
CCOc1ccccc1NC(=S)Nc1ccc(S(N)(=O)=O)cc1	i	-24%	-12%	-7%	1.8%	x	-1.6%	12%	-0.3%
CC(C)[C@H](NC(=O)OCc1ccccc1)C(=O)NCc1ccccc1	i	x	0%	-34%	0.6%	-5%	-1.2%	11%	-0.4%
Nc1c(-c2ccccc2)c(CN2CCOCC2)nn1-c1ccccc1	i	16%	5%	-11%	-2.1%	-3%	0.3%	15%	-0.4%
COC(=O)CCCC(=O)NC1CC(C)(C)Cc2c1cnn2-c1ccc(C)cc1 (configuration not stated)	x	-11%	11%	-14%	0.2%	6%	0.2%	-6%	-0.3%
CC(C)c1nc2c(c(=O)c3ccccc3n2C)c(=O)n1CCc1ccccc1	i	16%	0%	0%	-0.6%	x	0.7%	10%	-0.9%
Cn1c(CN2CCN(c3ccc(Cl)cc3)CC2)nc2ccccc21	i	-36%	-1%	11%	-1.3%	-7%	13%	15%	-0.4%
Cc1ccc(C)c(NC(=O)CCC(=O)NNC(=O)COc2cc(C)ccc2C)c1	x	5%	-3%	-41%	0.4%	-1%	-5.5%	-4%	-0.1%
CC(=O)Nc1c(O)c2ccccc2[nH]c1=O	i	-22%	32%	-33%	-0.6%	3%	-3.9%	5%	0.7%
Cc1ccc(Cn2nc(C)cc2C(=O)Nc2ccc(Cl)cc2)cc1	i	-12%	-1%	-1%	-0.5%	x	2.0%	-14%	-0.3%
O=S(=O)(c1ccccc1)N1CCC(=NO)CC1	i	-16%	-9%	-4%	-1.8%	0%	-1.0%	6%	0.1%
O=C(Nc1ccc(Cl)cn1)c1cc2ccccc2o1	i	11%	5%	x	-0.9%	3%	-1.7%	-135%	-0.1%
CC(=O)N1CCC(C(=O)Nc2ccccc2)(N(Cc2ccccc2)C(=O)c2cccnc2)CC1	i	-30%	2%	31%	-2.2%	-9%	-1.1%	19%	0.3%

Of the compounds above, these have a CF3 group.
SMILES	Yfh1-off respiration	KOR beta-arrestin-1	AID2073	NOD1 inhibition	HIV peptide binding	Dengue-2 NS5 capping	KOR beta-arrestin-2	HEK293 NOD2/NF-kB	West Nile antiviral	others
CN(C(=O)c1ccccc1NC(=O)C(F)(F)F)c1ccccc1	i	-5%	1%	-14%	2.7%	-3%	1.6%	6%	-0.5%
Cc1[nH]c(=O)c(C#N)c(C)c1CCC(=O)NCc1cccc(C(F)(F)F)c1	x	-22%	1%	4%	-0.6%	-4%	2.7%	2%	-0.3%

(more compounds)
SMILES	Yfh1-off respiration	KOR beta-arrestin-1	AID2073	NOD1 inhibition	HIV peptide binding	Dengue-2 NS5 capping	KOR beta-arrestin-2	HEK293 NOD2/NF-kB	West Nile antiviral	others
Cc1cc(C)c(C(=O)COC(=O)c2ccc([N+](=O)[O-])o2)cc1C	i	-10%	-1%	-21%	-1.7%	1%	-3.9%	12%	-0.6%
CC(C)=CCN1CCN(CC#Cc2ccccc2)CC1CCO (configuration not stated)	i	-16%	-6%	6%	0.9%	-4%	4.4%	4%	0.2%
COc1cc(OC)cc(C(=O)NCCCN2CCN(CCCNC(=O)c3cc(OC)cc(OC)c3)CC2)c1	i	4%	5%	-7%	4.2%	-5%	7.9%	5%	-0.1%
COc1ccc(/C=N/NC(=O)c2cccc(NC(=O)c3ccccc3Cl)c2)cc1	x	-118%	3%	-45%	-1.0%	2%	1.4%	-58%	3.4%
COc1ccc(-c2c(C(C)=O)c(C)n(C)c2C)cc1	i	-32%	-4%	53%	-0.3%	-8%	0.6%	-2%	-0.5%
Cc1cc(Br)ccc1-n1[nH]c(C)c(C=Nc2cccc3nsnc23)c1=O	i	-16%	25%	-12%	7.7%	2%	2.2%	-21%	-0.3%
CC(C)c1ccccc1NC(=O)COc1ccc2c(=O)c(Oc3ccc4ccccc4c3)coc2c1	i	4%	13%	-6%	0.3%	x	-3.1%	10%	-1.2%
CC1(C)CNC(=O)CC(C)(C)N1O	i	9%	40%	-19%	1.3%	1%	7.2%	0%	-0.1%

Three structures from above, ordered by heavy-atom count, ascending.
SMILES	Yfh1-off respiration	KOR beta-arrestin-1	AID2073	NOD1 inhibition	HIV peptide binding	Dengue-2 NS5 capping	KOR beta-arrestin-2	HEK293 NOD2/NF-kB	West Nile antiviral	others
Nc1c(-c2ccccc2)c(CN2CCOCC2)nn1-c1ccccc1	i	16%	5%	-11%	-2.1%	-3%	0.3%	15%	-0.4%
CCN(CC)C(CNC(=O)c1cc(=O)[nH]c2ccccc12)c1ccccc1Cl (configuration not stated)	x	15µM*	6%	-15%	-2.1%	-2%	-1.0%	9%	-0.8%
C=CCn1c(COc2ccccc2)nnc1SCC(=O)Nc1ccc2c(c1)OCCO2	i	-4%	-18%	-15%	-0.9%	-1%	-3.6%	23%	0.1%

By substructure: the entries above with a furan ring, fused or not (4)
SMILES	Yfh1-off respiration	KOR beta-arrestin-1	AID2073	NOD1 inhibition	HIV peptide binding	Dengue-2 NS5 capping	KOR beta-arrestin-2	HEK293 NOD2/NF-kB	West Nile antiviral	others
O=C(CN1CCN(c2ccccc2)CC1)NC(=O)NCc1ccco1	i	-23%	3%	-22%	0.0%	-6%	1.9%	0%	0.3%
COCCn1c(SCC(=O)NCc2ccco2)nnc1C(C)C	i	10%	6%	-16%	0.6%	0%	-7.8%	3%	-0.1%
O=C(Nc1ccc(Cl)cn1)c1cc2ccccc2o1	i	11%	5%	x	-0.9%	3%	-1.7%	-135%	-0.1%
Cc1cc(C)c(C(=O)COC(=O)c2ccc([N+](=O)[O-])o2)cc1C	i	-10%	-1%	-21%	-1.7%	1%	-3.9%	12%	-0.6%
